Compound activity as filed in PubChem BioAssay.
Gli-Sufu antag = Gli-Sufu pathway antagonism; 340,000 compounds, 0.74% hits; Sufu-KO-LIGHT fibroblasts, Gli luciferase reporter luminescence; inhibition, % at 5 µM;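 active = inhibition above about 55%, limit read from the data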;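 note: 0% = DMSO-treated cells and 100% = wells with medium but no cells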
697 NFkB inh = inhibitors of the PMA/ionomycin-induced NF-kB reporter in 697 B cells; 697 B-cell NF-kB luciferase reporter, 16 h; inhibition, % at 4 µM; 330,000 compounds, 0.33% hits; AID 435022; in the data active = inhibition above about 35%
SENP7 block = inhibitors of human SENP7 protease. Q9BQF6. recombinant SENP7, Z-RLRGG-aminoluciferin luminescence, 40 min. inhibition, % at 5 µM. 330,000 compounds, 1.5% hits. AID 434973;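 active = inhibition above about 50% at the single test dose, limit read from the data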;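 note: plate controls were DMSO with enzyme for no effect and no enzyme buffer wells for full effect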
UBC13 polyUb = human UBC13 polyubiquitination inhibition; P61088; 330,000 compounds, 0.47% hits; inhibition, % at 20 µM; UBC13 polyubiquitin chain formation, TR-FRET; AID 485273; in the data active = inhibition above about 45%, passing the limit was not always enough
Jurkat NFkB inh = lowers PMA/ionomycin-induced NF-kB signal in Jurkat cells; inhibition, % at 4 µM; AID 435003; 330,000 compounds, 0.53% hits; PMA/ionomycin-induced NF-kB luciferase reporter, luminescence
SENP8 block = blocks the human protease SENP8; purified SENP8, Z-RLRGG-aminoluciferin cleavage, luminescence; inhibition, % at 10 µM; 330,000 compounds, 1.2% hits; AID 2540
HKDC1 inhibitor = HKDC1 (human) hexokinase inhibition; Q2TB90; recombinant HKDC1, G6PDH/diaphorase resazurin coupled fluorescence; inhibition, % at 20 µM; 340,000 compounds, 0.16% hits; AID 493160;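 active = inhibition above about 35% when tested at 20 µM, limit read from the data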;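 note: plate controls were DMSO wells with enzyme for no effect and DMSO wells lacking enzyme for full effect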
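Incubation: 90 min at room temperature in dark / Material: recombinant HKDC1 (HK5) hexokinase enzyme, produced in-house / Quantity: enzyme 5 µg/mL final / Compound: one dose of 20 µM, 1% DMSO / Reagent: glucose and ATP substrates / Buffer or medium: Tris pH 8.0 buffer with MgCl2, Tween-20, BSA, BME / Technique: resorufin fluorescence at 613 nm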
Apaf-1 inh = blocks human Apaf-1 apoptosome activity; O14727; inhibition, % at 20 µM; reconstituted apoptosome caspase-3 activity, DEVD-Rh110 fluorescence; 330,000 compounds, 0.71% hits; AID 489030; active = inhibition of at least 40% at 20 µM;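 note: plate controls were DMSO wells for no effect and DEVD-CHO caspase inhibitor wells for full effect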
Target sequence (O14727 whole entry, looked up): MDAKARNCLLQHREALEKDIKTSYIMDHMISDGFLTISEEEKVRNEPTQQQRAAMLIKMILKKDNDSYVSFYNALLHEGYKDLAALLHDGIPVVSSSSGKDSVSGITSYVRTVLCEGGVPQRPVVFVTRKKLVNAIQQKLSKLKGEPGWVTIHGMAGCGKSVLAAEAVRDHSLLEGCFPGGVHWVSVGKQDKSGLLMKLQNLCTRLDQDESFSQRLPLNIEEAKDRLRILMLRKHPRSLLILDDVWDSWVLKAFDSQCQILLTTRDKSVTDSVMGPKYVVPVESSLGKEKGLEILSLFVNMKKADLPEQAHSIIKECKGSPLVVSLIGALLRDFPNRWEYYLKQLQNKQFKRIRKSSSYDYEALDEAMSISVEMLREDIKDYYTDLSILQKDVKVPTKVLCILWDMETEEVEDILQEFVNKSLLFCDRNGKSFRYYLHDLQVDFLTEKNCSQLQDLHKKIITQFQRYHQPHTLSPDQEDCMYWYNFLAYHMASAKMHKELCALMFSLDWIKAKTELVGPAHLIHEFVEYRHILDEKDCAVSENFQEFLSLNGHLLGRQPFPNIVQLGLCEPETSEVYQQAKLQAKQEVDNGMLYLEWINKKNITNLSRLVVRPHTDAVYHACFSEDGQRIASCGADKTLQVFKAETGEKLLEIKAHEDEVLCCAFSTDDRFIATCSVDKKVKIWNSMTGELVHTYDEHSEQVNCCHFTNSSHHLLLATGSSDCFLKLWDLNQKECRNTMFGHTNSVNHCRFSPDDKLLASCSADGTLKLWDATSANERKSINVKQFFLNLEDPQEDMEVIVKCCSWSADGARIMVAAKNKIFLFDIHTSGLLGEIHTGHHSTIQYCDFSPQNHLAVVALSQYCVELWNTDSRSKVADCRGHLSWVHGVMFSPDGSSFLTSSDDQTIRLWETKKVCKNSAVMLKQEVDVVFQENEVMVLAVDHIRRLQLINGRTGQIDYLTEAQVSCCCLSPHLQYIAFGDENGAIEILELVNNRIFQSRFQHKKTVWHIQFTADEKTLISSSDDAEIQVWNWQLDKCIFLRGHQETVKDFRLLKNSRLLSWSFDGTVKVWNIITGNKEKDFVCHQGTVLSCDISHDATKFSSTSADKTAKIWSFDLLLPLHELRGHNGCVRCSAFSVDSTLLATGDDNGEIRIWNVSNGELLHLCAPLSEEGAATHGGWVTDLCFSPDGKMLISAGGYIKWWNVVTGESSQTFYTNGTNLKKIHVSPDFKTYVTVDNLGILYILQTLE
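Material: biochemical Apaf-1 apoptosome reconstitution. Medium: Hepes buffer, pH 7.5. Also added: cytochrome c activation, bis-DEVD rhodamine 110 substrate. Timing: 30 min compound preincubation, 50 min activation, room temperature. Measured by: rhodamine 110 fluorescence at Ex 480/Em 540 nm.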
Numbers without * were called inactive; nt = no result given. Cut-off read from the data, not from the text of the source, unless noted: active = inhibition above about 50%; inactive = the rest.

Start of the data: the first 8 compounds, to show the layout:
SMILES	Gli-Sufu antag	697 NFkB inh	SENP7 block	UBC13 polyUb	Jurkat NFkB inh	SENP8 block	HKDC1 inhibitor	Apaf-1 inh
COc1ccc(NC(=O)c2cc([N+](=O)[O-])ccc2O)cc1	43.5	-32.8	99.7*	-4.5	15.7	95.5*	2.4	-2.9
COc1ccc(-c2nnc(SCC(=O)N3CCCc4ccccc43)o2)cc1OC	nt	14.8	0.5	-6.4	4.1	0.1	3.8	4.5
COc1ccc(N(CC(=O)NC2CCCCC2)C(=O)CNC(=O)c2cccs2)cc1	-24.3	21.0	-1.4	1.3	4.2	5.9	3.9	-2.4
COc1ccc(S(=O)(=O)N2CCCOC2CNC(=O)C(=O)NCCc2ccco2)cc1 (configuration not stated)	-10.0	8.5	-2.6	1.5	-3.6	-4.3	2.8	0.9
CCC(CC)C(=O)c1c[nH]c(C(=O)NCc2ccncc2)c1	-24.1	-1.2	-12.4	-6.2	-4.0	-8.7	-2.7	5.0
CC(C)C(NC(=O)/C=C/c1cccc([N+](=O)[O-])c1)C(C)C	4.2	17.1	-3.7	8.0	-0.9	-0.7	7.1	4.8
Cc1nc2c3ccccc3nc(SCC(=O)c3ccc(Cl)cc3)n2n1	-4.6	-5.7	-5.8	14.0	23.7	7.5	-5.0	5.7
O=C(CC1C(=O)NCCN1Cc1c(F)cccc1Cl)NCc1ccccc1 (configuration not stated)	9.0	-10.1	2.8	2.5	-23.5	-4.5	7.3	16.6

Results, from the start:
SMILES	Gli-Sufu antag	697 NFkB inh	SENP7 block	UBC13 polyUb	Jurkat NFkB inh	SENP8 block	HKDC1 inhibitor	Apaf-1 inh
COc1ccc(NC(=O)c2cc([N+](=O)[O-])ccc2O)cc1	43.5	-32.8	99.7*	-4.5	15.7	95.5*	2.4	-2.9
COc1ccc(-c2nnc(SCC(=O)N3CCCc4ccccc43)o2)cc1OC	nt	14.8	0.5	-6.4	4.1	0.1	3.8	4.5
COc1ccc(N(CC(=O)NC2CCCCC2)C(=O)CNC(=O)c2cccs2)cc1	-24.3	21.0	-1.4	1.3	4.2	5.9	3.9	-2.4
COc1ccc(S(=O)(=O)N2CCCOC2CNC(=O)C(=O)NCCc2ccco2)cc1 (configuration not stated)	-10.0	8.5	-2.6	1.5	-3.6	-4.3	2.8	0.9
CCC(CC)C(=O)c1c[nH]c(C(=O)NCc2ccncc2)c1	-24.1	-1.2	-12.4	-6.2	-4.0	-8.7	-2.7	5.0
CC(C)C(NC(=O)/C=C/c1cccc([N+](=O)[O-])c1)C(C)C	4.2	17.1	-3.7	8.0	-0.9	-0.7	7.1	4.8
Cc1nc2c3ccccc3nc(SCC(=O)c3ccc(Cl)cc3)n2n1	-4.6	-5.7	-5.8	14.0	23.7	7.5	-5.0	5.7
O=C(CC1C(=O)NCCN1Cc1c(F)cccc1Cl)NCc1ccccc1 (configuration not stated)	9.0	-10.1	2.8	2.5	-23.5	-4.5	7.3	16.6
Cc1ccccc1NC(=S)NC(NC(=O)c1ccco1)C(Cl)(Cl)Cl (configuration not stated)	0.3	9.8	-0.4	-3.8	1.9	4.4	-5.6	-3.7
CCOC(=O)c1cccc(NC(=O)CN2CCN(c3ccc(OC)cc3)CC2)c1	9.3	3.1	-3.1	-1.7	7.2	-9.7	-0.9	2.9
O=C(NCc1cccs1)C1CC(=O)N(Cc2ccccc2)C1 (configuration not stated)	-1.4	-11.4	-4.2	10.2	-4.3	0.6	-4.1	-2.1
Cc1ccc(CSCc2ccc(C(=O)NCCCN3CCOCC3)o2)cc1	-0.2	9.6	6.3	-7.5	5.8	-1.3	-2.5	-9.5
CC(C)CCC(CCNCc1ccccn1)c1ccc(Cl)cc1 (configuration not stated)	-0.3	-15.1	3.4	27.6	8.9	1.9	-2.1	14.4
Cc1cc(N2CCCCC2)nc(SCC(=O)c2ccccc2)n1	24.6	-89.8	-3.9	-11.7	-30.0	-5.7	0.2	22.4
CCCCN1C(=N)N([C@@H](CCC)CN2CCC[C@H]2CN2C(N)=NC[C@H]2CC(C)C)C[C@H]1Cc1ccccc1	-0.1	-7.5	0.7	51.2*	-19.3	3.8	-7.5	17.2
O=C(CCOc1ccccc1)Nc1ccnn1C1CCN(CCc2ccccc2)CC1	17.9	-38.3	-8.8	-6.7	-1.4	-4.0	-5.7	9.9
COC(=O)c1ccc(N2CCN(CC(=O)c3ccc(C)cc3)CC2)c([N+](=O)[O-])c1	0.0	34.9	5.5	-6.7	-5.4	3.3	2.1	-9.3
Cc1cccc([C@H]2[C@@H]3C=CCC[C@@H]3C(=O)N2Cc2ccccc2)c1	1.0	18.4	2.6	nt	nt	nt	22.5	17.7
COc1cccc(-n2c(SCc3c(C)noc3C)nnc2-c2cccc(S(=O)(=O)N(C)C)c2)c1	6.9	-2.2	4.1	-0.8	1.3	5.9	3.9	15.8
O=C(CC(CC(=O)c1ccccc1)c1ccccc1)c1ccccc1	5.4	5.9	-3.0	7.8	14.1	7.8	-0.8	15.1
CCOc1ccc(N2CC(NC(=O)c3cccc4ccccc34)CC2=O)cc1 (configuration not stated)	2.2	16.0	6.1	7.0	27.6	1.2	-0.6	9.6
CCCC(=O)C1CCN(Cc2ccccc2)CC1	0.6	-17.7	6.7	1.0	6.7	6.1	-1.0	5.5
NC(=O)NC(=O)C(c1ccccc1)N1CCN(S(=O)(=O)c2ccc(Br)s2)CC1 (configuration not stated)	-9.0	17.8	-1.6	-3.8	2.9	-8.5	-2.7	16.7
CCOc1ccc(N2C(=O)/C(=C/c3cccs3)N(C)C2=S)cc1	-9.2	4.9	4.1	8.3	6.4	1.6	-11.1	-9.9
CCn1cc(CN2CCc3c([nH]c4ccccc34)C2c2cccc(OC)c2OC)c(C)n1 (configuration not stated)	13.0	15.1	-0.8	5.3	11.5	4.3	-8.7	-3.0
NS(=O)(=O)c1ccc(NC(=O)c2cccc(Cl)c2)cc1	-2.9	8.7	-0.3	8.2	-8.6	-0.7	-3.2	-11.1
Cc1nc2ccccc2c(=O)n1/N=C/c1ccco1	-1.3	16.4	-8.0	4.1	5.3	-0.8	-0.9	-11.0
CNC(=O)c1cc2cccc(OC)c2oc1=O	-23.5	17.5	-2.2	-7.0	9.1	-5.8	-1.7	1.0
CC(OC(=O)CN1C(=O)c2ccccc2C1=O)C(=O)NC1(C#N)CCCCC1 (configuration not stated)	-2.3	-16.0	5.9	-5.6	-2.7	-4.6	1.7	12.0
COc1cccc(N(Cc2nnc3n2CCCCC3)C(=O)Nc2ccccc2F)c1	0.9	-17.4	-6.6	-12.3	-8.4	-17.0	-4.7	0.4
CC1(C)C(=O)OC(c2cccn2-c2cccc([N+](=O)[O-])c2)C2(CCCCC2)C1=O (configuration not stated)	nt	10.5	2.0	1.7	2.0	2.3	nt	12.0
Cc1cc(N2C(=O)C3C4C=CC(C4)C3C2=O)no1 (configuration not stated)	4.3	-3.1	4.9	1.5	-4.2	2.8	-2.3	1.9
CC(=O)CCCCn1cnc2c1c(=O)n(C)c(=O)n2C	nt	-1.2	5.5	-1.3	2.0	-6.3	nt	1.5
COc1cc(S(=O)(=O)NC2CCCC2)c(OC)cc1C	1.3	-3.5	-9.3	-2.8	-11.6	-6.1	-7.5	-0.6
COc1cccc(CN2CCC(Oc3ccc(C(=O)N4CCCCC4)cc3)CC2)c1	28.9	7.3	-1.0	11.0	8.9	0.2	-2.9	-9.1
COc1ccc(C(=O)Nc2nccs2)cc1	-76.2	-106.3	33.4	3.0	-79.9	14.5	-5.4	-6.8
CCC(C)(C(=O)NC1CCCC1)N(CC1CCCO1)C(=O)CNC(=O)c1ccccc1 (configuration not stated)	-4.5	-1.8	-0.6	1.8	7.2	-1.9	0.0	-2.0
CC(CC(=O)Nc1ccc(S(=O)(=O)Nc2ncccn2)cc1)c1ccccc1 (configuration not stated)	-2.0	17.5	2.4	-0.4	6.9	9.4	0.1	2.9
Cc1ccc(C(=O)NC(=S)NNS(=O)(=O)c2ccccc2)cc1	-26.2	9.4	-5.0	-23.2	-24.0	-0.2	-26.1	13.6
CCOC(=O)c1c(C)[nH]c(C)c1C(=O)COC(=O)c1sccc1C	-1.1	14.9	-8.4	-6.2	-13.2	-18.5	-2.6	16.8
COc1cc(NC(=O)c2ccc3c(c2)OCO3)ccc1NC(=O)c1ccco1	nt	-18.5	0.9	10.7	-7.9	-19.9	-0.9	1.3
Cc1n[nH]c(=S)n1Cc1ccccc1	6.3	-43.3	-1.3	-16.9	-22.6	-7.2	-10.1	-4.0
NC(=O)CSc1nc2cc(Cl)ccc2c(=O)n1C1CCCCC1	-8.4	1.0	1.9	7.1	13.8	-4.9	-1.0	6.8
Cc1ccc(C)c(NC(=O)CN(C)C(=O)c2cccc(Oc3ccccc3)c2)c1	0.4	-10.5	8.0	12.3	-13.7	0.1	-3.2	21.4
Cc1cc(=O)[nH]c(SCC(=O)OCc2ccccc2)c1C#N	2.3	-7.8	-9.0	8.8	-10.3	-6.1	-3.9	8.1
CC(C)C(=O)Nc1ccc(-c2csc(-c3ccccc3)n2)cc1	-48.0	-139.6	3.0	-5.2	-86.3	2.6	-7.5	-22.6
Cc1ccc(S(=O)(=O)N/N=C/c2ccccc2O)cc1[N+](=O)[O-]	-2.7	-23.5	6.8	-13.7	-6.0	-0.8	-1.9	-6.2
CCCn1nc(C(=O)NNC(=O)c2cccc(C)c2)c2ccccc2c1=O	-19.2	-6.9	-4.9	-5.5	-19.2	-1.9	-7.8	5.0
CCN1CCN(c2oc(COc3ccc(Cl)cc3)nc2C#N)CC1	11.1	13.2	-7.9	11.9	14.4	4.8	1.8	-17.5
CC(C(=O)OCC(=O)c1ccccc1)N1C(=O)c2ccccc2C1=O (configuration not stated)	0.1	16.8	3.0	19.3	-0.3	-2.7	-8.2	-13.6
CN(c1ccc(F)cc1)S(=O)(=O)c1ccc(Cl)c(C(=O)NCc2ccco2)c1	5.3	13.2	3.0	8.0	2.3	3.5	-0.5	-0.8
CC(C)(C)OC(=O)NNc1c2ccccc2nc2ccccc12	35.7	-26.9	5.8	-16.4	15.5	-4.1	-2.1	12.4
COc1ccc(/C=N/NC(=O)Cn2nc(C)c([N+](=O)[O-])c2C)cc1	-8.4	0.4	13.2	4.3	4.2	-7.1	-13.9	9.5
COc1ccc(C(=O)OC2CCCCC2CN(C)C)cc1 (configuration not stated)	4.2	-11.5	7.8	3.9	-20.3	-0.8	-2.5	3.3
Fc1cccc(Cc2noc(CN3CCC(c4ccncc4)CC3)n2)c1	37.9	-19.4	8.1	-3.9	-0.4	0.5	-5.3	-17.0
COc1ccc(Nc2nc(-c3cccs3)cs2)c(OC)c1	-142.1	-23.5	7.0	-6.3	-11.3	4.0	-2.7	12.7
O=C(c1ccccc1)N(c1ccccc1)C1C=CS(=O)(=O)C1 (configuration not stated)	-3.8	13.1	-7.9	3.8	6.4	-4.0	-4.5	-0.9
CC1=Nc2ccccc2/C1=C/c1sc(=O)n(CC(=O)N2CCCC2)c1O	10.1	-11.4	-5.6	-15.2	-3.1	-1.6	2.5	10.4
COc1ccc(NC(=O)c2cc(-c3ccc(OC)c(OC)c3)on2)cc1OC	2.4	11.7	4.7	13.6	-4.5	8.7	-6.5	-22.3
COc1cccc(CC(=O)OCC(=O)Nc2c(C)nn(-c3ccccc3)c2C)c1	-7.8	2.3	-1.7	2.7	-8.1	7.4	-3.3	1.8
